ALOX12 inh – ALOX12 (human) lipoxygenase inhibition; P18054; purified 12hLO, xylenol orange hydroperoxide absorbance; Potency, µM (highest dose often 108 µM), inactives show at the top dose activity change, negative = inhibition, actives largely listed as inhibitors; 1.1% of 580,000 active; AID 1671190; active means well fitted inhibition curve with a large enough effect; inconclusive means small, poorly fitted or top-dose-only effect, or another doubt; inactive means no such curve, though single readings can be large or run the other way
Target sequence (P18054 whole entry, looked up): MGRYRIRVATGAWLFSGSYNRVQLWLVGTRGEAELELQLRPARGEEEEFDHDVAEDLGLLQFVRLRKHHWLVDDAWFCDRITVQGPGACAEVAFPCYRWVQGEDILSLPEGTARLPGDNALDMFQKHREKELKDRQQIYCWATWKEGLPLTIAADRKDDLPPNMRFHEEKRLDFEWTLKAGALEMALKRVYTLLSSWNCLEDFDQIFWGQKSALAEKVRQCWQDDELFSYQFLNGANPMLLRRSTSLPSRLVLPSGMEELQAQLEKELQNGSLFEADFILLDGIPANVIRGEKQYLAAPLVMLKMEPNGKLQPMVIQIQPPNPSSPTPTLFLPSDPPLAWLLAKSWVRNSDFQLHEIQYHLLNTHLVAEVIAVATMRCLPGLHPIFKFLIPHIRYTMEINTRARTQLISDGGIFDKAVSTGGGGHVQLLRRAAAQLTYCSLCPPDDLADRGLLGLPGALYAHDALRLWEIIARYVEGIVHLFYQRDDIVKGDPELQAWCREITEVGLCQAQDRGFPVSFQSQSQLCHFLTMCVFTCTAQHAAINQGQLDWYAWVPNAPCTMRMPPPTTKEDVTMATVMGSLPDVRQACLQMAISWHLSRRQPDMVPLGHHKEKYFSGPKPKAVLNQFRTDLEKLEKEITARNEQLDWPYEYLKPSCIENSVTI
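Hydroperoxide product was detected by ferrous iron/xylenol orange as the 573 to 405 nm absorbance ratio. Arachidonic acid at 40 uM (final) was turned over for 30 min at room temperature by 150 nM human 12hLO, pH 7.0 Hepes buffer, after 15 min compound preincubation.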
Numbers without * were called inactive; ? = inconclusive; [ ] = another dose, or the depositor's remark. On the % scale 0 is the no-effect control and ±100 the full control effect; potency means the concentration at half of the fitted maximal effect. Only part of the results is shown, so the mix of outcomes need not match the whole.

Start of the data: the first 6 entries, ahead of the listing:
Structure	ALOX12 inh
CC(C)=CC(=O)N1CC[C@H](NC(=O)Nc2ccc(F)cc2F)[C@H]1C(=O)N[C@H](Cc1ccccc1)C(N)=O	2%
Cc1nc(N2CCC(NCCc3n[nH]c(=O)[nH]3)CC2)c2ccsc2n1	28%
Cc1ccc(CN2CC[C@H]3C(=O)NCCCCCCN(Cc4ccncc4)[C@@H]3C2)o1	83%[activator]
CC(=O)N1Cc2ccccc2OC2(CCN(C(=O)CN(C)C)CC2)C1	10%[6.33 µM]
CC(=O)N[C@@H]1CN(C(=O)CCCc2ccc(F)cc2)C[C@H]1C(C)C	4%
CCn1cc(S(=O)(=O)N2CCC(C(=O)N3CCCCCCNC(=O)CC3)CC2)cn1	23%

Results, from the start:
Structure	ALOX12 inh
CC(C)=CC(=O)N1CC[C@H](NC(=O)Nc2ccc(F)cc2F)[C@H]1C(=O)N[C@H](Cc1ccccc1)C(N)=O	2%
Cc1nc(N2CCC(NCCc3n[nH]c(=O)[nH]3)CC2)c2ccsc2n1	28%
Cc1ccc(CN2CC[C@H]3C(=O)NCCCCCCN(Cc4ccncc4)[C@@H]3C2)o1	83%[activator]
CC(=O)N1Cc2ccccc2OC2(CCN(C(=O)CN(C)C)CC2)C1	10%[6.33 µM]
CC(=O)N[C@@H]1CN(C(=O)CCCc2ccc(F)cc2)C[C@H]1C(C)C	4%
CCn1cc(S(=O)(=O)N2CCC(C(=O)N3CCCCCCNC(=O)CC3)CC2)cn1	23%
CCC[C@H]1[C@@H](NC(=O)Nc2ccc(Cl)cc2)CC[C@@]23CCCN2C(=O)CCC[C@@H]13	?
COc1cccc(CNC(=O)CCc2cc3ccc(C)cc3[nH]c2=O)c1OC	21%
COc1cc(=O)n2c(c1C(=O)Nc1cccc(SC)c1)CCCC2	45%
O=C(c1ccco1)N1CCC2(CC1)NCCc1c2[nH]c2ccccc12	18%
CN(C)[C@@H]1CN(C(=O)CCc2ccccc2)C[C@H]1CO	5%
CCCNC(=O)N1CCN2C(=O)c3cc(-c4ccccc4F)ccc3NC(=O)[C@@H]2C1	10%[176 µM]
c1ccc(-c2noc(-c3ccn4c(CN5CCc6ccccc6C5)nnc4c3)n2)cc1	59%[activator]
Cn1nccc1C(=O)N1CCC(c2nn(C)c3c2COCC3)CC1	36%
COCCn1c2c(c(=O)n1-c1ccccc1)CCN(C(=O)c1nc3ccccc3[nH]1)C2	-17%[176 µM]
Cc1nc(-c2ccccc2)n(Cc2nc(-c3ccccc3)oc2C)c(=O)c1CCO	38%
CN(C)c1ccc(-c2nnnn2[C@H]2CO[C@H]3[C@@H]2OC[C@H]3OC(=O)Nc2ccc(Oc3ccccc3)cc2)cc1	10%
O=C(c1cccnn1)N1CC(F)(F)C[C@H]1c1nc(-c2ccccc2)no1	27%
COc1ccc(C(=O)N2CCCN(c3cc(-c4ccccc4)[nH]n3)CC2)cc1F	56%[activator]
O=C(N[C@H]1CCN2C(=O)c3ccccc3NC(=O)[C@H]12)c1cccc(F)c1	-6%[176 µM]
CCCC(C)c1c(-c2ccccc2)ncn1CCNC(C)=O (stereo unspecified)	61%[activator]
O=C(CCc1nnn2c1CN(C(=O)COc1ccc(F)cc1)CC2)N1CCCC1	50%[activator]
CC(C)c1noc(-c2cccn3c(CNC(=O)c4ccc(F)c(F)c4)nnc23)n1	20%
O=C(Cc1c[nH]c2ncc(-c3cccc(Cl)c3)cc12)NCc1cccnc1	7%[176 µM]
COC(=O)c1ccc2nc(C[C@@H]3C[C@@H](C(C)C)[C@H](CNC4CCOCC4)C=C3C)[nH]c2c1	6%
CC(=O)N1CCc2ccc(C(=O)NC3CCCCCC3)cc21	29%
CCOc1ccccc1NC(=O)NCCc1ncc(C)n1CCOC	0%
O=C1NCCCc2[nH]c(-c3csc(-c4ccccc4)n3)nc21	79%[activator]
CN1C(=O)COC[C@@H]1[C@H](O)c1ccc(NC(=O)c2ccc(F)cc2)cc1	38%[activator][176 µM]
Cc1noc(C)c1-c1cnc(Nc2ccc(F)c(Cl)c2)c2c1CCO2	46%[176 µM]
Cc1ccc(OCCC2CCN(C(=O)Cn3cnc4c3c(=O)n(C)c(=O)n4C)C2)cc1 (stereo unspecified)	-7%
O=C(CC(c1cccc2c1OCO2)c1c[nH]c2ccccc12)NCc1ccccc1 (stereo unspecified)	?
CC(C)(C)NC(=O)N1CCCC(c2nc(CCOCC3CCOCC3)no2)C1 (stereo unspecified)	51%[activator]
CC(=O)NCC(=O)N1CCC(c2cc(-c3ccc(F)cc3)n[nH]2)CC1	46%[activator]
COc1cccc(CN2Cc3nc(Oc4ccccc4)ccc3OCC2=O)c1	23%[176 µM]
Cc1nn(-c2ccccc2)c(C)c1CN1CCCCC12Cc1ccccc1CNC2=O (stereo unspecified)	7%[6.33 µM]
COc1ccc(-c2cn3c(n2)CO[C@@H](CNC2CCC2)C3)cc1	67%[activator][176 µM]
C=CCN(Cc1cccc(OCC)c1)C(=O)CC1C(=O)N(C)C(=O)N1C (stereo unspecified)	32%[activator]
COc1cc(C(=O)N2CCCn3nc(CO)cc3C2)c2ccccc2n1	23%
COC(=O)C(c1ccccc1)(c1cn(C)c2ccccc12)C(Nc1ccc(OC)cc1)c1ccccc1 (stereo unspecified)	?
O=C(NCc1ccncc1)c1ccc(CN2C(=O)NC3(CCS(=O)(=O)CC3)C2=O)cc1	19%
C[C@@H]1CN([C@@H](C)CO)C(=O)c2cc(NC(=O)Nc3ccc4c(c3)OCO4)ccc2O[C@@H](C)CCCCO[C@@H]1CN(C)CC1CCCCC1	-37%
COc1ccc(CCn2nc3n(c2=O)CCN(Cc2ccccc2C)C3=O)cc1	10%
O=S(=O)(N[C@H]1[C@H](O)[C@H](O)C[C@@H]1c1ccccc1)c1ccccc1	6%[176 µM]
O=C(NCc1c[nH]c2ncccc12)c1ccccc1	2%[176 µM]
COc1ccc(C(=O)N2CCc3ccc(C(=O)NCc4ccc5c(c4)OCO5)cc32)cc1	-19%
COc1cc(C(=O)NC2CCN(c3cc(-c4cccs4)[nH]n3)CC2)cc(OC)c1OC	28%
O=C(Nc1ccccc1Cl)N1CCCC2(C1)Nc1cccnc1NC2=NC1CCCC1 (stereo unspecified)	61%[activator]

Arranged by value in ALOX12 inh (low to high): 3 from the list above.
Structure	ALOX12 inh
C[C@@H]1CN([C@@H](C)CO)C(=O)c2cc(NC(=O)Nc3ccc4c(c3)OCO4)ccc2O[C@@H](C)CCCCO[C@@H]1CN(C)CC1CCCCC1	-37%
COc1ccc(C(=O)N2CCc3ccc(C(=O)NCc4ccc5c(c4)OCO5)cc32)cc1	-19%
COc1cc(C(=O)NC2CCN(c3cc(-c4cccs4)[nH]n3)CC2)cc(OC)c1OC	28%

Next structures follow.
Structure	ALOX12 inh
O=c1[nH][nH]c2c([N+](=O)[O-])ccc(F)c12	-25%
Cc1ncsc1CN1CC(N(C2CCOCC2)S(C)(=O)=O)C1	53%[activator]
Cc1noc(-c2ccn3c(CNC(=O)COc4ccc(F)cc4)nnc3c2)n1	13%
Cc1cccc(CN2CCn3c(nnc3[C@@H]3C[C@@H](O)CN3Cc3ccccc3)C2)c1	22%
O=C(c1ccccc1)N1CCC2(CC1)C(=O)NN=C2c1cccnc1	38%
COc1cccc([S+](=O)([O-])N2CCCC3(COc4ccccc4C(=O)N3)C2)c1 (stereo unspecified)	99%[activator]
Cc1noc(C)c1S(=O)(=O)N1CC[C@@H]2C(=O)NCCCCCCN(Cc3ccncc3)[C@@H]2C1	162%[activator]
CN1C(=O)[C@H]2CN(Cc3cn[nH]c3-c3cccs3)C[C@H]2C1=O	23%
O=C(c1nc(-c2ccsc2)c2ccccn12)N1CCN(c2ncccn2)CC1	1%
CC(=O)c1cc(CN2CCN(c3nnc(C(F)(F)F)s3)CC2)cs1	30%
CN(CC[C@H]1CN(C(=O)C(C)(C)C)CC[C@H]1CC(=O)O)c1ccccc1	?
CC(=O)N1CCC(O)(c2csc(CN3CCc4ccccc4C3)n2)CC1	18%[176 µM]
CC(C)Oc1ccc2c(NC(=O)[C@H]3CCCO3)nn(CC(F)(F)F)c2c1	-16%
COC[C@H]1C[C@@H](NC(=O)Nc2cccc(F)c2)[C@H](O)[C@@H]1O	69%[activator][176 µM]
COCCc1nncn1C1CCN(S(=O)(=O)c2cccc(Cl)c2)CC1	5%
O=C(O)CCC(=O)N1Cc2ccccc2CC2(CCCCN2CC2CCOCC2)C1 (stereo unspecified)	2%[6.33 µM]
CCn1nccc1C(=O)NCCC1CCN(C(=O)Nc2cc(F)cc(F)c2)CC1	19%
O=C(NCCc1ccncc1)C1CN(C(=O)CC2CCCC2)CC12CCOCC2 (stereo unspecified)	3%
CN1CCN([C@H]2CCN(C(=O)Cc3cccc(O)c3)C[C@H]2CCCO)CC1	8%
O=C(c1ccc(C(F)(F)F)s1)N1CCc2c(nc(-c3ccccc3)[nH]c2=O)C1	-9%
CCC1Oc2ccc(NC(=O)Cc3ccc(OC)cc3)cc2CN(Cc2ccc3c(c2)OCO3)C1=O (stereo unspecified)	-19%
CC(C)C1=NOC2(CCN(C(=O)c3ccc4c(c3)OCO4)C2)C1 (stereo unspecified)	3%[6.33 µM]
Cc1ccc(C(=O)N2CCC(N3CCCC(C(=O)N4CCCC4)C3)CC2)s1 (stereo unspecified)	-6%
COc1cc(=O)n2c(c1C(=O)NCc1ccc(Cl)cc1)CCCC2	19%

Going on with the list:
SMILES	ALOX12 inh
O=C(O)CCC(=O)N1CCC2(CC1)CC(Cc1ccccc1)=NO2	3%[6.33 µM]
CC(C)N(C[C@@H]1CSCCS(=O)(=O)N1)C1CCCCC1	2%
O=C1N2CCCC2CN1C1CCN(Cc2cccnc2)CC1 (stereo unspecified)	-5%[176 µM]
CCOC(=O)c1ccc(NC(=O)Cn2nc3n(c2=O)CCCCC3)cc1	36%
CCNC(=O)N1CCc2cc(OC)c(OC)cc2C1CNC(=O)C1CC1 (stereo unspecified)	18%
CCn1c2c(c(=O)n1Cc1ccccc1)CCN(Cc1c[nH]c3ccccc13)C2	13%[176 µM]
CCC1(C2CCN(C(=O)CCc3ccccc3)CC2)NC(=O)N(CCc2scnc2C)C1=O (stereo unspecified)	-5%
Cc1nc(C(=O)N2CCC(Cc3nncn3-c3ccccc3)CC2)cs1	-26%
CCN(CC)C(=O)CN1C(=O)NC(c2ccccc2OC)C2=C1COC2=O (stereo unspecified)	28%
O=C(NC1CCN(c2cc(-c3ccc(F)cc3)[nH]n2)C1)c1ccccc1F (stereo unspecified)	2%
CCN(CCN(C)C)C(=O)c1coc(COc2ccc3sc(C)nc3c2)n1	20%
CC(C)NC(=O)N1C[C@@H](Oc2ccccc2)C[C@@H]1C(=O)N1CCOCC1	45%[activator]
CCOCc1nc(C2CCCN(C(=O)COC)C2)no1 (stereo unspecified)	42%[activator]
CC(C)C1CN(c2ccc(C#N)cn2)CCC(=O)N1Cc1ccc(F)cc1 (stereo unspecified)	25%
Cc1cc(C(=O)N[C@H](C)c2onc(-c3ccc(F)cc3)c2C(=O)O)nn1C	7%[176 µM]
Cc1ccc(C2Cn3nnc(C(=O)N4CCC(C(=O)NCc5ccccc5F)CC4)c3CO2)cc1 (stereo unspecified)	28%
Cn1cc2c3c(cccc31)CN(C(=O)CC(C)(C)C)CC2	33%
COc1ccc2c(c1)OCC(C(=O)NCCNc1cc(C)ccn1)C2 (stereo unspecified)	-13%
O=C1CC2(CCN(Cc3cccc4ccccc34)CC2)Oc2cc(Cl)ccc21	?
COCc1nnc(NC(=O)Cn2nc3c(cc2=O)CCCCC3)s1	?
C[S+](=O)([O-])N1Cc2ccccc2CC2(CCCN(Cc3ccccn3)C2)C1 (stereo unspecified)	1%[6.33 µM]
C[C@]1(O)CCN(C(=O)c2cn(C3CCC(N)CC3)nn2)C[C@@H]1O (stereo partly specified)	8%
Cc1nn(C(=O)CCCC(=O)N2CCCC2c2nc(C3CCOCC3)no2)c2ccccc12 (stereo unspecified)	6%
O=C1COc2ccc(Nc3cccc(F)c3)nc2CN1CCOc1ccccc1	0%[176 µM]
CCCC1(CO)CCCN(Cc2cccc(N3CCOCC3)c2)C1 (stereo unspecified)	27%
CCN(CC)c1ncccc1CNC(=O)c1ccc(C)s1	10%
Cc1ccc(S(=O)(=O)N2CCCC(CCC(=O)NCc3cccc(F)c3)C2)cc1 (stereo unspecified)	10%
CC(C)n1c(CNC(=O)C2CC(=O)N(c3n[nH]c4ccccc34)C2)nc2ccccc21 (stereo unspecified)	54%[activator]
CCN(CC1CCCN(CCc2cccc(F)c2)C1)C(=O)CCc1ccccn1 (stereo unspecified)	2%
O=C(c1nnc(COc2ccc3c(c2)OCO3)n1-c1ccccc1)N1CCC[C@@H]1c1nc2ccccc2[nH]1	15%
Nc1nc(NCCCc2ccco2)cc(C2CC(O)C2)n1 (stereo unspecified)	35%[activator]
O=C1CC(NCc2cc(F)ccc2-n2cccn2)CN1Cc1cccc(F)c1 (stereo unspecified)	36%[activator]
Cc1cccnc1CNC[C@H]1O[C@@H]2C[C@@H](CC(=O)NCc3nccn3C)O[C@@H]2[C@@H]1O	106%[activator][176 µM]
Cc1nccn1CCCN1CCC2(CC1)C(C(=O)O)CC(=O)N2C (stereo unspecified)	?
CC1(C)OC(=O)C2=C(CC(CCc3ccccc3)OC2c2cccc(C(F)(F)F)c2)O1 (stereo unspecified)	-23%
O=C(NCc1nncn1CCc1ccccc1)C1CC2(CCNCC2)CN1 (stereo unspecified)	105%[activator]
COc1cccc(CNC(=O)C2CCN(c3cn[nH]c(=O)c3)C2)c1OC (stereo unspecified)	32%[activator]
COc1cccc(CNC(=O)[C@@H]2C[C@@H](O)CN2C2CCN(C(=O)CCCc3ccccc3)CC2)c1	35%[activator]
Cn1cccc1CN1CCC2CC(=O)NCCC2C1 (stereo unspecified)	2%[12.5 µM]
CCOCCOC1CCN(C(=O)c2ccnn2C)CC1	32%[activator]
CCN(CC)C(=O)[C@H]1C[C@@H]2[C@H](C[C@@H](c3ccccc3)[C@H]1C)N(c1ccc(F)cc1)C(=O)N2CCCOc1ccccc1	-25%

Screening data: PubChem BioAssay, National Center for Advancing Translational Sciences (NCATS)
